JMJD2A Tudor: qHTS Assay for Inhibitors of JMJD2A-Tudor Domain | AlphaScreen JMJD2A-Tudor / H3K4me3 peptide binding | Potency, µM (top dose mostly 114 µM), for inactives: at the top dose activity change, negative = inhibition, actives largely listed as inhibitors | AID 504339, 2011 | 4.4% of 390,000 active | Lysine-specific demethylase 4A (Homo sapiens), O75164; also: potency is read from the fitted curve at half-maximal effect; % is scaled to controls: 0 for no effect and ±100 for the full control effect; nearly all actives have a fitted effect of over 50% in size
BAZ2B inh: qHTS Assay for Inhibitors of BAZ2B; Potency, µM (series often up to 114 µM), for the others: at the highest dose activity change, negative = inhibition, actives largely listed as inhibitors; 4.4% of 360,000 active; Bromodomain adjacent to zinc finger domain protein 2B (Homo sapiens), Q9UIF8; AID 504333, 2011; AlphaScreen BAZ2B-H3K14Ac peptide displacement; also: potency is read from the fitted curve at half-maximal effect; % is scaled to controls: 0 for no effect and ±100 for the full control effect; nearly all actives have a fitted effect of over 60% in size
Target sequence (Q9UIF8 whole entry, looked up, the tested form may be a part): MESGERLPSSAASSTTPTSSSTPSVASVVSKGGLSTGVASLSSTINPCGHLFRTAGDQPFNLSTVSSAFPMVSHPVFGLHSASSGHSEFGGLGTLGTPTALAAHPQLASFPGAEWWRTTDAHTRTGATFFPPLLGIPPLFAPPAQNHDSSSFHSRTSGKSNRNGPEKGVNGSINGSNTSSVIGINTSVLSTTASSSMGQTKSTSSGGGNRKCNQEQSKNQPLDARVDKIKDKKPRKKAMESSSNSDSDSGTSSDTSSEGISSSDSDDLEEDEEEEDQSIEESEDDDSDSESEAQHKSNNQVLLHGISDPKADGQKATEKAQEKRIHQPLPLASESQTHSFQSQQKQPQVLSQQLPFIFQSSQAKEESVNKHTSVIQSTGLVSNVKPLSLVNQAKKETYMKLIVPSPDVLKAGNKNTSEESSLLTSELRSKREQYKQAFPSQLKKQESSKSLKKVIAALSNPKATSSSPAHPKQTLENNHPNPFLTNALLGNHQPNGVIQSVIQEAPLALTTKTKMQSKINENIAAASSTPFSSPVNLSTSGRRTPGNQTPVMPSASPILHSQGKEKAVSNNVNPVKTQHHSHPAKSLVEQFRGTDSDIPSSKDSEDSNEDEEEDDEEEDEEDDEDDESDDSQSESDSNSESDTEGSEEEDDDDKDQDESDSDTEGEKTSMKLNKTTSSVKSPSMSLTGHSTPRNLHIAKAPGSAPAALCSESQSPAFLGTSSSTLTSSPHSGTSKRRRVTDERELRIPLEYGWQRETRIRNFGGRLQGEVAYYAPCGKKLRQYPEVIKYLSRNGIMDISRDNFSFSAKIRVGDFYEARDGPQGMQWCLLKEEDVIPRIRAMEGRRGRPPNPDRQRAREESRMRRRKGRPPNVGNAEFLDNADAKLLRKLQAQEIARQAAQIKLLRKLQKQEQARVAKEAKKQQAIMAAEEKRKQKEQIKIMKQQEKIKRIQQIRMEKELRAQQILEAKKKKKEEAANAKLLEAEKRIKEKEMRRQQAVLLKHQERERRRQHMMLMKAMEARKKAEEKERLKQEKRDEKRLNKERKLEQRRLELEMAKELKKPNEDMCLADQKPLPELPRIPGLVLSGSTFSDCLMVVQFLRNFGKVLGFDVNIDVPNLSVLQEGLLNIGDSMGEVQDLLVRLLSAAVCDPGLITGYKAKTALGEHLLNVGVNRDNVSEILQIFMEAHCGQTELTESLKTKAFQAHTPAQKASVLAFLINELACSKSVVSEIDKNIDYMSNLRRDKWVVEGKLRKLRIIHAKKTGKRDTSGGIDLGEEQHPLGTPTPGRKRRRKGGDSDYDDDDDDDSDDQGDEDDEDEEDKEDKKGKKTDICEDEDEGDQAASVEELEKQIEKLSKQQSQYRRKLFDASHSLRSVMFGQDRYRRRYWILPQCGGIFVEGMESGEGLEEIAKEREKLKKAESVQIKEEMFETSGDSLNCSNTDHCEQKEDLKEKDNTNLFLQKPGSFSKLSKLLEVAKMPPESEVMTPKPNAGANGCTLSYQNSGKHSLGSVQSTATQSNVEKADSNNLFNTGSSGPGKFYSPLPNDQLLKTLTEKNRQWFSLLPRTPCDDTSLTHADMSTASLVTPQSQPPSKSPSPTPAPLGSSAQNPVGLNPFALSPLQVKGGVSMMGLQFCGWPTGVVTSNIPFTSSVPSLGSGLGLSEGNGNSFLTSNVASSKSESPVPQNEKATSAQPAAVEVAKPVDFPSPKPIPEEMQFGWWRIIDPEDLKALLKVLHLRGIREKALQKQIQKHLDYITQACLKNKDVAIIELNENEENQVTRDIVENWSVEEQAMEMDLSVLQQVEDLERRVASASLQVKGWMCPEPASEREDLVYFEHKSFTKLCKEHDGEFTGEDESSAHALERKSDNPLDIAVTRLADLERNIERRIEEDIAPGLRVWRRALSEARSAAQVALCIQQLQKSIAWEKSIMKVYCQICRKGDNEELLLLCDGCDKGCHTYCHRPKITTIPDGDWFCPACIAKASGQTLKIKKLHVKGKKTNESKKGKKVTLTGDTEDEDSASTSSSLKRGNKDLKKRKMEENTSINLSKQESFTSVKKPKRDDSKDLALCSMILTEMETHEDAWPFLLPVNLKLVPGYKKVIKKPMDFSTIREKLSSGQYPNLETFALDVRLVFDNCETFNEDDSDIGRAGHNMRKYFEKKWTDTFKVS
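BAZ2B 50 nM plus b-H3(5-23)K14Ac 50 nM, PBS pH 7.4/0.01% Tween-20, 30 min RT; compound added (max 110 uM), 30 min RT; streptavidin donor/Ni-chelate acceptor beads 10 ug/mL final, 20 min dark; AlphaScreen read.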
Tb PGK inh: qHTS Assay to Find Inhibitors of Phosphoglycerate Kinase; Phosphoglycerate kinase, glycosomal (Trypanosoma brucei brucei), P07378; PGK/GAPDH coupled, Kinase-Glo luminescence, 60 min; Potency, µM (series often up to 57.5 µM), without a hit: top-dose activity change, negative = inhibition, most hits filed as inhibitors; 0.043% of 380,000 active; also: potency is read from the fitted curve at half-maximal effect; % is scaled to controls: 0 for no effect and ±100 for the full control effect; nearly all actives have a fitted effect of over 60% in size
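Luminescent ATP detection (Kinase-Glo Plus) follows a 60-minute room-temperature incubation, with wells lacking PGK as controls. Buffer: 100 mM TEA (pH 7.6), 5 mM MgCl2, 0.01% Tween-20. Coupling enzyme GAPDH (100 nM final) supplies unstable 1,3-BPG in-well.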
GLS inh: qHTS for Inhibitors of Glutaminase (GLS). Glutaminase kidney isoform, mitochondrial (Homo sapiens), O94925. GLS enzymatic activity, qHTS titration. Potency, µM (series often up to 45.5 µM), for the others: top-dose activity change, negative = inhibition, most hits filed as inhibitors. 0.21% of 410,000 active; also: potency is read from the fitted curve at half-maximal effect; % is scaled to controls: 0 for no effect and ±100 for the full control effect
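hKGA; 45 mM KH2PO4 pH 8.2 + 0.02% Tween-20; cpd via pin tool; 1 mM Gln soln; GluOx/HRP/Amplex Red; RT 30 min; fluor. t0 & final.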
HP1b binding inh: HTS for Inhibitors of HP1-beta Chromodomain Interactions with Methylated Histone Tails. Potency, µM (top dose mostly 114 µM), for inactives: at the highest dose activity change, negative = inhibition, usual class: inhibitors. AlphaScreen HP1-beta / biotin-H3K9me3 peptide binding. 0.56% of 390,000 active. Chromobox protein homolog 1 (Homo sapiens), P83916; also: potency is read from the fitted curve at half-maximal effect; nearly all actives have a fitted effect of over 70% in size; inactives centre near 23
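HP1-beta protein (50 nM final) preincubated 30 min at room temperature with biotinylated H3(1-18)K9me3 peptide (50 nM) in PBS pH 7.4, 0.01% Tween-20, then compound added for 30 min. AlphaScreen streptavidin donor/nickel chelate acceptor beads (10 ug/mL final), 30 min dark, luminescence read.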
G9a block: qHTS Assay for Inhibitors of Histone Lysine Methyltransferase G9a. Histone-lysine N-methyltransferase EHMT2 (Homo sapiens), Q96KQ7. Potency, µM (series often up to 102 µM), for inactives: top-dose activity, negative = inhibition, actives largely listed as inhibitors. G9a H3K9 monomethylation, AlphaScreen, 2 h. 8.8% of 350,000 active; also: potency is read from the fitted curve at half-maximal effect; % is scaled to controls: 0 for no effect and ±100 for the full control effect; nearly all actives have a fitted effect of over 75% in size
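Compounds were preincubated with 20 nM G9a for 15 min, after which biotinylated H3K9 peptide (500 nM) and SAM (20 uM) started a 2 h room-temperature reaction. Monomethylated product was quantified by antibody-based AlphaScreen chemiluminescence.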
POLH inh: qHTS for Inhibitors of Polymerase Eta. recombinant Pol eta, fluorescent DNA replication assay. Potency, µM (titrated, usually from 114 µM), for the others: at the highest dose activity change, negative = inhibition, actives largely listed as inhibitors. 1.2% of 390,000 active. AID 588591, 2011; also: potency is read from the fitted curve at half-maximal effect; % is scaled to controls: 0 for no effect and ±100 for the full control effect
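Fluorescent replication assay: 50 nM final substrate added after a 15 min room-temperature compound preincubation with 10 nM enzyme. Signal taken at 0 min and again at 10 min.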
Pin1 inhibitor: qHTS Assay to Find Inhibitors of Pin1. Potency, µM (highest dose often 115 µM), inactives show at the highest dose activity, negative = inhibition, hits mostly inhibitors. 0.009% of 390,000 active. AID 504891, 2011. Pin1 FP peptide displacement, HiFluor488, 10 min; active = well fitted inhibition curve with a large enough effect in the polarisation, with a control signal flat, not every such curve was filed as active; inconclusive = small, poorly fitted or top-dose-only effect, or effect the other way, or a change in a side signal; inactive = no such curve, though single readings can be large or run the other way; the % refers to the polarisation; also: potency is read from the fitted curve at half-maximal effect; % is scaled to controls: 0 for no effect and ±100 for the full control effect
PI4K2A block: qHTS for small molecular inhibitors of PI4K2A. Phosphatidylinositol 4-kinase type 2-alpha (Homo sapiens), Q9BTU6. purified PI4K2A, ADP-Glo luminescence, 1 h; stronger effect = lower value. activity change, negative = inhibition, % at 76.9 µM. 0.13% of 420,000 active; in the data active = activity change below about -50%; inconclusive = mostly about -30% to -49%;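 also: -100% = wells without enzyme as full effect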
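Compounds are screened against recombinant PI4K2A using PI as substrate and ATP, the latter dispensed at 300 microM. Reactions run one hour at ambient temperature before ADP-Glo detection; full inhibition defined by wells lacking enzyme.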
* = called active by the depositor; i = inactive; ? = inconclusive; nt = not tested or not shown; & = joins results of further samples; [ ] = remark or other dose. Unless noted, calls follow the shape of the dose curve; as a rule, active = well fitted curve in the direction sought with a large enough effect; inconclusive = small, poorly fitted or top-dose-only effect, or another doubt; inactive = no such curve, though single readings can be large; an effect the other way counts as inactive or inconclusive. An excerpt, so the mix of outcomes need not match the whole.

SMILES	JMJD2A Tudor	BAZ2B inh	Tb PGK inh	GLS inh	HP1b binding inh	G9a block	POLH inh	Pin1 inhibitor	PI4K2A block
COc1cccc(C2C(C#N)=C(N)SC(c3ccccc3)C2[N+](=O)[O-])c1 (stereo not given)	?	50.1µM*	-5.8%	-2.7%	-12.9%	?	-27.0%	-2.1%	-2.7
Cc1nc(NC(=O)c2ccco2)sc1C(=O)O	-17.5%	4.6%	?	26.7%	12.0%	12.3%[59 µM]	-3.0%	-0.3%	-67.2*
Cc1noc(C)c1COC(=O)CCc1nc2ccccc2s1	?	0.5%	-0.6%	-8.5%	-7.8%	4.5%	-8.2%	0.8%	3.9
CC1CCN(S(=O)(=O)c2ccc(S(=O)(=O)NCc3ccccc3)cc2)CC1	-10.4%	?	8.0%	-6.4%	27.9%	-35.5%[12.7 µM]	-13.8%	-5.6%	-3.7
CN(CCc1ccccn1)C(=O)c1cc(COc2ccc(F)cc2F)on1	-7.6%	-27.2%	i	-7.0%	31.7%	10.3%	-18.3%	-6.6%	-8.1
O=C(NC12CC3CC(CC(C3)C1)C2)c1cc(F)c(F)cc1Cl	-11.0%	7.6%	6.5%	1.2%	7.0%	47.3%	-11.0%	3.8%	0.0
Cn1c(=O)c2c(n(C)c1=O)=NC1(CCCCC1)ON=2	-0.7%[11.4 µM]	-2.6%	0.4%	-0.8%	16.7%	-41.4%[12.7 µM]	-23.6%	3.6%	0.9
Cc1ccc(-n2cc(CN(C)Cc3nccn3C)c(-c3ccc(F)cc3)n2)cc1	44.7µM*	20µM*	-0.9%	42.6%[activator]	?	nt	-27.9%	1.4%	-0.9
COc1ccccc1N=Nc1c(C)noc1C	-22.4%	-24.2%	i	-5.1%	-15.0%	-33.5%	-8.5%	2.0%	-1.2
Cc1ccc([N+](=O)[O-])cc1NC(=O)c1ccccc1	-8.2%	-3.5%	i	-5.8%	65.5%[activator]	10.7%	-16.9%	-11.0%	-0.6
Cc1cc(C(F)(F)F)c(C#N)c(SCC(=O)NC2CC2)n1	0.0%	0.1%	14.5%	4.7%	37.3%[activator]	-1.1%	-5.0%	0.7%	4.9
COc1ccccc1CNCCSc1nnnn1C	-9.7%	-4.0%	-3.6%	8.1%	23.7%	2.2%[59 µM]	1.0%	0.8%	-1.2
Cc1nn(-c2ccccc2)c2sc(C(=O)N(CC(=O)NC(C)(C)C)Cc3ccco3)cc12	-18.9%	-3.1%	0.8%	5.1%	3.9%	7.1%[59 µM]	-15.8%	2.2%	-1.4
Cc1ccsc1/C=C1/SC(=O)N(CC(=O)N2CCCC2)C1=O	-6.9%	-6.8%	-6.1%	-0.8%	26.1%	14.4%[12.7 µM]	-0.6%	-0.9%	-4.8
Cc1c(Cl)cccc1NC(=O)CSc1nc(=O)n(Cc2ccccn2)c2c1CCC2	5.5%	2.7%	-13.0%	-15.3%	19.5%	1.4%[59 µM]	-15.1%	-0.1%	1.7
COc1ccc(S(=O)(=O)NCc2csc(-c3cccnc3)n2)cc1	-9.0%	7.8%	9.1%	-2.3%	32.4%	8.0%[59 µM]	-20.9%	-5.4%	3.1
Cc1cc(C)c(S(=O)(=O)NCc2ccc3c(c2)cc(C)n3C)c(C)c1	?	?	-10.0%	14.1%	10.5%	?	?	-3.6%	-2.6
O=C(CSc1nnc(Cc2cccs2)n1Cc1ccco1)Nc1ccc(Br)cc1	-26.0%	-38.3%	-1.1%	4.4%	-14.8%	?	-7.8%	8.1%	-9.9
CSCCC(=O)N1CCN(CC(=O)N2CCCC2)CC1	-11.0%	12.7%	i	-0.7%	-9.4%	?	-3.8%	-5.0%	0.7
Cc1cc([N+](=O)[O-])nn1CC(=O)N1CCN(Cc2ccccc2)CC1	3.8%	-26.4%	i	0.3%	36.7%[activator]	-15.2%	-16.8%	-2.4%	9.8
CC(=O)OC1(C(C)=O)CCC2C3CC4OC45CC(O)CCC5(C)C3CCC21C (stereo not given)	-7.6%	nt	5.9%	-5.8%	0.9%	nt	-5.8%	-13.3%	4.0
Cc1ccc(S(=O)(=O)N(CC(=O)N2CCN(c3ccccc3F)CC2)C2CCCCC2)cc1	-20.0%	-6.5%	-7.5%	-9.3%	-11.4%	17.9%[12.7 µM]	-3.1%	43.9%[activator]	-2.4
Cc1c(NC(=O)COC(=O)Cn2cc(C(F)(F)F)ccc2=O)cccc1[N+](=O)[O-]	-4.9%	-4.9%	-8.7%	4.9%	37.8%	20.8%[59 µM]	-6.5%	-0.4%	-2.7
COc1ccc(C=NCCC2(O)CC(C)N(C)CC2C)cc1 (stereo not given)	-7.5%	9.0%	i	6.0%	-1.1%	6.2%[59 µM]	-2.8%	-20.9%	6.0
Nc1nc(=S)c2ncn(C3CCCCC3)c2[nH]1	?	nt	-2.8%	-17.0%	15.0%[57 µM]	nt	-6.6%	-2.3%	-13.1
COc1ccc(C2/C(=C(/O)c3ccc4c(c3)CC(C)O4)C(=O)C(=O)N2CCCN2CCOCC2)cc1OC (stereo not given)	-4.8%	-14.3%	1.4%	-0.5%	36.4%	?	-20.6%	-8.8%	0.0
Cc1ccc(/C=N/NC(=O)C2CC(=O)N(c3ccccc3)C2)s1 (stereo not given)	4.1%	-4.7%	-0.1%	-10.6%	31.7%	18.2%[59 µM]	-15.1%	6.0%	-2.1
CCn1cnc2c([N+](=O)[O-])c(NS(=O)(=O)c3ccc(C)cc3)ccc21	-12.7%	5.6%	-0.5%	8.1%	26.8%	19.9%[2.33 µM]	-12.5%	3.7%	-1.0
Cn1c(=O)[nH]c(=O)c2c1nc(NCCc1ccccc1)n2CC(O)COc1ccccc1 (stereo not given)	-1.3%	-22.6%	i	3.3%	13.3%	?	-10.0%	-6.8%	21.5
Cc1c(NC(=S)N/N=C/c2ccc(Br)cc2)c(=O)n(-c2ccccc2)n1C	-9.4%	-18.0%	4.3%	-10.1%	22.2%	-46.5%	-15.1%	2.6%	-3.7
CCCNCC1C(Oc2ccc(Cl)cc2Cl)C(=O)N1c1cccc(C)c1C (stereo not given)	-20.4%	-19.1%	i	-0.4%	37.0%	-9.6%	-15.0%	-0.8%	-0.4
Cc1noc(NC(=O)c2ccc(Cl)c(Cl)c2)c1Cl	-9.5%	-34.0%	-6.2%	7.8%	31.5%	?	7.1%	1.5%	-2.0
NC(=S)NN=C1CCSCC1	?	nt	-3.9%	1.6%	-8.6%[57 µM]	nt	0.8%	0.7%	-2.1
CC1CCC(C(=O)NC(C(=O)NCc2ccccn2)C(C)C)CC1 (stereo not given)	3.6%	10.4%	-4.5%	-0.3%	64.9%[activator]	-6.8%	-7.7%	5.2%	4.5
Cc1ccc(N(CC(=O)Nc2cc(C)cc(C)c2)S(=O)(=O)c2cccc3nonc23)cc1	?	-33.0%	-0.5%	4.1%&3.1%	-11.8%&1.8%	-43.7%&-43.1%[59 µM]	-17.5%&-9.5%	46.2%&17.6%[activator]	-0.2&-0.6
CCn1cc(C(=O)NP(=O)(Nc2ccc(C)cc2)Nc2ccc(C)cc2)c2ccccc21	-21.5%	1.1%	-2.7%	-1.9%	9.5%	nt	-3.9%	4.3%	5.1
CCn1c(SCC(=O)c2ccccc2)nnc1-c1cnccn1	-10.4%	11.2%	1.5%	-2.7%	22.5%	-4.5%[12.7 µM]	-11.9%	0.8%	6.2
CCCC(=O)N(c1ccc2oc3c(c2c1)CCCC3)S(=O)(=O)c1cc(C)ccc1C	15.9%	-19.8%	-0.4%	4.1%	37.3%	-4.5%[59 µM]	-4.5%	-2.5%	2.0
O=C(Nc1ccc2ccccc2c1)Nc1ccc2snnc2c1	-0.7%	3.9%	8.0%	0.1%	6.8%	?	-10.3%	-0.8%	-0.1
COC(=O)CN1CCN(C(=O)c2ccc(F)cc2)c2ccccc2C1	15.1%[11.4 µM]	19.1%	-5.8%	-15.9%	45.7%[activator]	25.7%	-11.1%	3.0%	-1.7
Cc1ccnc(SC2CC(=O)N(c3ccc(F)cc3)C2=O)n1 (stereo not given)	-13.1%	-12.8%	-0.8%	1.5%	-13.6%	-13.2%	-12.9%	-15.0%	-2.1
O=C(CSc1ncn(-c2ccccc2)n1)Nc1nccs1	2.1%	2.2%	-3.1%	nt	32.0%	-18.3%[12.7 µM]	?	148.9%[activator]	-3.4
COc1ccccc1CNC(=O)CN(C)c1nn2c(=O)cc(C)nc2s1	-10.7%	-0.2%	i	-11.8%	19.8%	4.1%[59 µM]	-7.2%	0.2%	-1.9

Random excerpt: two entries already listed, in no set order.
SMILES	JMJD2A Tudor	BAZ2B inh	Tb PGK inh	GLS inh	HP1b binding inh	G9a block	POLH inh	Pin1 inhibitor	PI4K2A block
COC(=O)CN1CCN(C(=O)c2ccc(F)cc2)c2ccccc2C1	15.1%[11.4 µM]	19.1%	-5.8%	-15.9%	45.7%[activator]	25.7%	-11.1%	3.0%	-1.7
CCCC(=O)N(c1ccc2oc3c(c2c1)CCCC3)S(=O)(=O)c1cc(C)ccc1C	15.9%	-19.8%	-0.4%	4.1%	37.3%	-4.5%[59 µM]	-4.5%	-2.5%	2.0
